# High-throughput results deposited in PubChem by several laboratories.
# HPDE-C7K KRASV12: cytotoxicity in KRAS-transformed pancreatic duct cells, primary screen, cell-based, fluorescence, HTS (AID 431) | HPDE-C7K KRASV12 cells, Alamar Blue viability, 48 h; higher % means a stronger effect | cytotoxicity, % at 10 µM; hits with a dose series show EC50 in µM | hit rate 1.7% among 63,000;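 active = compounds whose percent cytotoxicity in the single-dose primary screen, scaled between solvent and toxic-drug controls, exceeds 50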;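 note: 0% = DMSO solvent wells and 100% = doxorubicin-treated wells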
# Bfl-1 inhibitors: Bfl-1 inhibitors, primary screen, biochemical, fluorescence polarization, FITC-Bid, mouse (AID 432). FITC-Bid BH3 peptide fluorescence polarization displacement; higher % means a stronger effect. displacement, % at 20 µM, or IC50 in µM where a hit was titrated. hit rate 0.02% among 64,000; in the data active = a potency from the dose series; inactive = the rest, 99 in 100 with displacement below about 15%; note: strong numbers were not always called active
# DPM-DC inhibit: inhibitors of Streptococcus pneumoniae diphosphomevalonate decarboxylase. AID 556. hit rate 0.49% among 65,000. purified DPM-DC, PK/LDH coupled NADH fluorescence. calls only at 10 µM;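 active = the 320 compounds with the highest percent inhibition in the single-dose primary screen, excluding strongly autofluorescent ones, cut at about 32% in these data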;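 note: kinetic rate of NADH fluorescence loss reporting ADP formed by the decarboxylase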
# Alkaline phosphatase: inhibition of tissue-nonspecific alkaline phosphatase – biochemical, luminescent (AID 518); purified TNAP enzyme, luminescent substrate readout; higher % means a stronger effect; inhibition, % at 20 µM, or IC50 in µM where a hit was titrated; hit rate 0.09% among 64,000; in the data active = a potency from the dose series; inactive = the rest, 99 in 100 with inhibition below about 22%;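 note: plate controls were vehicle for no effect and reference inhibitor for full effect; many of its hits are not listed in these tables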
# Spn MK inh: inhibitors of Streptococcus pneumoniae mevalonate kinase. purified MK, PK/LDH-coupled NADH absorbance 340 nm. inhibition, % at 10 µM. hit rate 0.48% among 65,000. AID 555;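 active = ranked among the strongest by inhibition in the single 10 µM screen, a fixed top-ranked set picked for dose follow-up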; note: no value below 0 was filed
# HPDE-C7 cytotoxicity: cytotoxicity in HPDE-C7 cells, cell-based, fluorescence, HTS (AID 430); HPDE-C7 pancreatic duct cells viability, fluorescence; higher % means a stronger effect; one-dose cytotoxicity, % at 10 µM; EC50 in µM for titrated hits; hit rate 1.8% among 63,000;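 note: cells exposed to compound for 48 hours before viability readout; 0% = vehicle and 100% = reference cytotoxic drug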
# LYP phosphatase: inhibition of human PTPN22 tyrosine phosphatase – biochemical, DiFMUP fluorescence, recombinant catalytic domain, 10 µM, primary screen (AID 606); recombinant LYP catalytic domain, DiFMUP fluorescence; higher % means a stronger effect; one-dose inhibition, % at 10 µM; IC50 in µM for titrated hits; 52,000 tested, under 10 active;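 active = IC50 under 40 µM in the dose-response test; inactive = IC50 of 40 µM or more, or never dose-tested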
# HT1080 cytotoxicity: HT1080 cell viability loss – fluorescence readout (AID 620) | HT1080 viability, fluorescence; higher % means a stronger effect | cytotoxicity, % at 10 µM, or EC50 in µM where a hit was titrated | hit rate 0.42% among 87,000;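 note: cells exposed to compound overnight then 4 h with Alamar Blue; 0% = vehicle DMSO and 100% = killing control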
# PMK inhibit: inhibitors of Streptococcus pneumoniae phosphomevalonate kinase; hit rate 0.49% among 65,000; AID 539; purified PMK, PK/LDH-coupled NADH absorbance 340 nm; inhibition, % at 10 µM;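 active = top-ranked compounds by inhibition in the single 10 µM screen, taking a fixed number of the strongest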;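 note: 0% = full reaction with DMSO carrier and 100% = background rate without enzyme reaction; no value below 0 was filed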
# PMK inhibit pilot replicates: second read-out of PMK inhibit, no call of its own (marks repeat the call); inhibition, %; measured here: pilot screen replicates
# Spn MK inh pilot replicates: also measured in Spn MK inh; calls as there; inhibition, %; measured here: pilot screen replicates
# DPM-DC inhibit pilot screen %: further read-out of DPM-DC inhibit, marked with its call; inhibition, %; measured here: pilot screen trials
# * = called active by the depositor; i = inactive; x = no result given; & = joins results of further samples. Cut-off read from the data, not from the text of the source, unless noted: active = cytotoxicity above about 50%; inactive = the rest.
SMILES,HPDE-C7K KRASV12,Bfl-1 inhibitors,DPM-DC inhibit,Alkaline phosphatase,Spn MK inh,HPDE-C7 cytotoxicity,LYP phosphatase,HT1080 cytotoxicity,PMK inhibit,others
C[C@@H]1C[C@H](O)c2cc(Cl)ccc2N1,2%,0%,i,13%,9,-3%,7%,8%,13,PMK inhibit pilot replicates=5.5;Spn MK inh pilot replicates=1.0;DPM-DC inhibit pilot screen %=1.5
COCCCNC(=O)c1c(N)n(-c2cccc(S(N)(=O)=O)c2)c2nc3ccccc3nc12,5%,2%,x,8%,10,4%,3%,0%,6,PMK inhibit pilot replicates=1.0;Spn MK inh pilot replicates=0.0
Cc1ccc(-c2nn3c(C)nnc3s2)cc1NC(=O)c1ccco1,10%,2%,i,6%,0,-7%,1%,10%,0,
Nc1cccc2c1C(=O)N(C(=O)c1ccc(S(=O)(=O)N3CCCCCC3)cc1)C2=O,7%,-1%,i,4%,2,-5%,2%,-1%,0,
Cc1oc2c(O)c(O)ccc2c(=O)c1-c1ccccc1,18%,4%,i,3%,5,25%,9%,x,29*,
O=C(Nc1cccc(S(=O)(=O)c2cccc(NC(=O)C3CC3)c2)c1)C1CC1,6%,10%,i,7%,9,7%,-3%,0%,6,
O=C(c1ccco1)N1CCN(c2cc(C(F)(F)F)nc3ncnn23)CC1,0%,0%,i,9%,8,-2%,x,1%,20,
c1cc(CNc2ccc3c(c2)OCCO3)ccn1,-9%,2%,i,7%,5,-6%,-9%,7%,0,
Cc1cccc(N(CC(N)=O)S(C)(=O)=O)c1C,5%,1%,i,4%,10,2%,3%,2%,7,PMK inhibit pilot replicates=2.5;Spn MK inh pilot replicates=0.0;DPM-DC inhibit pilot screen %=0.0
C=CCNC(=O)c1cc(-c2ccccc2O)on1,-15%,-4%,i,20%,7,-5%,-15%,-4%,4,PMK inhibit pilot replicates=0.5;Spn MK inh pilot replicates=2.5;DPM-DC inhibit pilot screen %=0.0
COCc1nc(-c2ccc(-c3ccccc3)nc2OC)no1,1%,-2%,i,9%,0,-15%,x,9%,12,
O=C(CCn1nnc2ccccc2c1=O)N[C@@H](Cc1ccccc1)C(=O)O,2%,-3%,i,6%,6,-3%,x,-1%,4,
COc1ccc(N2C(=O)CC(N3CCCC4CCCCC43)C2=O)cc1 (stereo not given),-7%,-2%,i,12%,9,1%,-3%,1%,12,PMK inhibit pilot replicates=4.5;Spn MK inh pilot replicates=0.5;DPM-DC inhibit pilot screen %=3.5
Cc1cc(=O)n(CC(C)O)c(O)c1C#N (stereo not given),x,x,i,x,0&0,x,19%,6%,8&12,
Cc1ccc(Cl)cc1N1CCN(C(=O)CN2C(=O)c3cccc4cccc2c34)CC1,16%,-4%,i,16%,3,17%,-3%,15%,5,PMK inhibit pilot replicates=4.0;Spn MK inh pilot replicates=2.0;DPM-DC inhibit pilot screen %=7.5
COCCNC(=O)C(c1cccs1)N(C(=O)Cn1nnc2ccccc21)c1cccc(C(C)=O)c1 (stereo not given),9%,-1%,i,11%,10,-2%,9%,-5%,0,
Cc1cc(N2CCN(S(=O)(=O)c3ccc(Cl)cc3)CC2)c2ccccc2n1,31%,-3%,i,3%,9,14%,2%,x,0,
O=C(CC(C(=O)N1CCc2ccccc21)n1ccnc1)NCC1CCCO1 (stereo not given),-6%,-8%,i,14%,0,-3%,4%,-3%,12,
O=C(Nc1ccc2c(c1)OCO2)Oc1ccccc1,-13%,-7%,i,10%,15,-9%,9%,-2%,0,
CCOc1ccc(OCC)c(NC(=O)CN2CCN(c3cccc(C)c3)C(C)C2)c1 (stereo not given),15%,0%,i,11%,42*,31%,x,x,3,
CCC(=O)N(Cc1cc2ccccc2[nH]c1=O)C(C)C,-10%,-2%,i,8%,13,-8%,12%,1%,9,
CC(C)NC(=O)c1cnc(N2CCN(c3ccccn3)CC2)c2ccccc12,-12%,0%,i,0%,7,-9%,8%,37%,12,
COc1cc(OC)cc(N(C(=O)c2ccco2)C(C(=O)NC2CCCC2)c2ccc(N(C)C)cc2)c1 (stereo not given),-5%,1%,i,9%,6,-3%,x,-21%,10,
Cc1nnc(SCC(=O)Nc2ccccc2N2CCOCC2)s1,0%,1%,i,3%,7,-7%,1%,14%,6,
COC(=O)[C@H](Cc1ccccc1)NC(=O)Nc1ccc(S(N)(=O)=O)cc1,x,-4%,i,13%,3,x,-15%,-14%,10,

# For convenience, 10 of the compounds above.
SMILES,HPDE-C7K KRASV12,Bfl-1 inhibitors,DPM-DC inhibit,Alkaline phosphatase,Spn MK inh,HPDE-C7 cytotoxicity,LYP phosphatase,HT1080 cytotoxicity,PMK inhibit,others
COCCNC(=O)C(c1cccs1)N(C(=O)Cn1nnc2ccccc21)c1cccc(C(C)=O)c1 (stereo not given),9%,-1%,i,11%,10,-2%,9%,-5%,0,
Cc1cc(N2CCN(S(=O)(=O)c3ccc(Cl)cc3)CC2)c2ccccc2n1,31%,-3%,i,3%,9,14%,2%,x,0,
O=C(CC(C(=O)N1CCc2ccccc21)n1ccnc1)NCC1CCCO1 (stereo not given),-6%,-8%,i,14%,0,-3%,4%,-3%,12,
O=C(Nc1ccc2c(c1)OCO2)Oc1ccccc1,-13%,-7%,i,10%,15,-9%,9%,-2%,0,
CCOc1ccc(OCC)c(NC(=O)CN2CCN(c3cccc(C)c3)C(C)C2)c1 (stereo not given),15%,0%,i,11%,42*,31%,x,x,3,
CCC(=O)N(Cc1cc2ccccc2[nH]c1=O)C(C)C,-10%,-2%,i,8%,13,-8%,12%,1%,9,
CC(C)NC(=O)c1cnc(N2CCN(c3ccccn3)CC2)c2ccccc12,-12%,0%,i,0%,7,-9%,8%,37%,12,
COc1cc(OC)cc(N(C(=O)c2ccco2)C(C(=O)NC2CCCC2)c2ccc(N(C)C)cc2)c1 (stereo not given),-5%,1%,i,9%,6,-3%,x,-21%,10,
Cc1nnc(SCC(=O)Nc2ccccc2N2CCOCC2)s1,0%,1%,i,3%,7,-7%,1%,14%,6,
COC(=O)[C@H](Cc1ccccc1)NC(=O)Nc1ccc(S(N)(=O)=O)cc1,x,-4%,i,13%,3,x,-15%,-14%,10,

# Continuation:
SMILES,HPDE-C7K KRASV12,Bfl-1 inhibitors,DPM-DC inhibit,Alkaline phosphatase,Spn MK inh,HPDE-C7 cytotoxicity,LYP phosphatase,HT1080 cytotoxicity,PMK inhibit,others
O=C(Nc1ccc(Oc2ccccc2)cc1)c1cnc2n(c1=O)CCS2,6%,0%,i,31%,2,-4%,0%,0%,3,
Cc1cc(N2CCN(c3nc(N4CCOCC4)nc4ccccc34)CC2)c2ccccc2n1,0%,-4%,i,-18%,3,4%,0%,0%,6,
Cn1c(=O)c2c(nc(CN3CCN(Cc4ccccc4)CC3)n2Cc2ccccc2)n(C)c1=O,-6%,-3%,i,10%,6,-11%,-4%,0%,9,
COC(=O)c1ccc(CN(C)S(=O)(=O)c2ccc(C)cc2)o1,-23%,2%,i,6%,2,-21%,16%,-10%,6,
COc1ccccc1N1CCN(C(CNC(=O)C2CCCCC2)c2cccnc2)CC1 (stereo not given),-19%,-11%,i,3%,2,-26%,10%,4%,2,
Cn1c(=O)c(C(=O)NCCO)c(O)c2ccccc21,-17%,-5%,i,4%,0,-20%,7%,x,1,
N=c1c2c3c(sc2ncn1CCN1CCOCC1)CCCC3,-18%,-5%,i,4%,4,-24%,6%,16%,10,
CCc1ccc(C(=O)CSC2=C(C#N)C(c3ccco3)C(C(C)=O)=C(C)N2)cc1 (stereo not given),16µM*,-3%,i,17%,9,14µM*,12%,x,2,
Cc1ccc(-c2noc(CCC(=O)Nc3ccccc3N3CCN(C)CC3)n2)cc1,11%,-10%,i,5%,10,5%,9%,0%,17,
C=CCNC(=O)c1ccncc1,-2%,-6%,i,11%,5,1%,5%,1%,17,
CCCCNC(=O)c1ccc(N2CCOCC2)c(NS(=O)(=O)c2ccc(OC)cc2)c1,-6%,1%,i,3%,5,-14%,x,-5%,17,
N#CCSC1=Nc2ccccc2C2=NC(CCC(=O)N3CCN(c4ccccc4)CC3)C(=O)N12 (stereo not given),-14%,6%,i,14%,0,-9%,13%,x,13,
O=c1[nH]cc(COCc2ccccc2)c(=O)[nH]1,5%,-1%,i,12%,11,-1%,1%,-2%,7,
COCC(=O)N(c1ccc(C(C)C)cc1)C1C=CS(=O)(=O)C1 (stereo not given),6%,-1%,i,12%,7,4%,x,-7%,16,PMK inhibit pilot replicates=4.0;Spn MK inh pilot replicates=2.5;DPM-DC inhibit pilot screen %=0.0
COc1ccc(NC(=O)CN2CCC(C)CC2)cc1,-6%,-1%,i,5%,10,8%,-6%,4%,7,
Cc1cc(C(=O)CSc2nnc(N)s2)c(C)n1CCc1ccc(Cl)cc1,27%,-2%,i,10%,2,24%,x,10%,0,
Cc1nc2ccc(Br)cn2c1NC(C)(C)C,1%,-2%,i,20%,13,6%,5%,-1%,0,PMK inhibit pilot replicates=0.0;Spn MK inh pilot replicates=0.0;DPM-DC inhibit pilot screen %=0.0
COc1ccccc1N1C(=O)CC(N2CCc3ccccc32)C1=O (stereo not given),14%,-16%,i,11%,14,3%,7%,-2%,8,
Cc1cccc(CS(=O)(=O)Cc2ccc(C(=O)NCCN3CCCCC3C)o2)c1 (stereo not given),4%,4%,i,-2%,0,2%,4%,-3%,12,
CCOC(=O)[C@H]1CCC[C@@H](NS(=O)(=O)c2ccc(NC(C)=O)cc2)C1,x,3%,i,5%,0,x,-12%,1%,13,
Nc1ccccc1SCC(=O)N1CCc2ccccc21,7%,-3%,i,12%,12,6%,10%,-2%,6,
Cc1cc(C)c(S(=O)(=O)Nc2ccc(O)cc2)cc1C,13%,-5%,i,6%,0,15%,13%,-2%,16,
CCOc1ccccc1-c1nc(-c2cc3ccc(C)cc3[nH]c2=O)no1,-9%,0%,i,10%,24,-2%,16%,-4%,5,
Cc1ccc(C2CC(c3cccc(Br)c3)Nc3nnnn32)cc1 (stereo not given),19%,-6%,i,9%,2,19%,8%,-14%,7,PMK inhibit pilot replicates=7.0;Spn MK inh pilot replicates=1.0;DPM-DC inhibit pilot screen %=3.0
COc1ccc(C(c2nnnn2Cc2cccs2)N2CCC(C(N)=O)CC2)c(OC)c1 (stereo not given),-10%,3%,i,3%,x,-19%,x,-5%,15,
